# GBA activity up – GBA activity enhancers in patient fibroblasts, primary screen, cell-based. L444P Gaucher fibroblasts, 4-MU-glucoside fluorescence, 3 days. Lysosomal acid glucosylceramidase (Homo sapiens), P04062. activation, % at 10 µM. AID 784, 2007. 30,000 compounds, 0.44% hits; in the data active = activation above about 65%;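 also: 0% = vehicle wells and 100% = positive control wells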
# Target sequence (P04062 whole entry L483P): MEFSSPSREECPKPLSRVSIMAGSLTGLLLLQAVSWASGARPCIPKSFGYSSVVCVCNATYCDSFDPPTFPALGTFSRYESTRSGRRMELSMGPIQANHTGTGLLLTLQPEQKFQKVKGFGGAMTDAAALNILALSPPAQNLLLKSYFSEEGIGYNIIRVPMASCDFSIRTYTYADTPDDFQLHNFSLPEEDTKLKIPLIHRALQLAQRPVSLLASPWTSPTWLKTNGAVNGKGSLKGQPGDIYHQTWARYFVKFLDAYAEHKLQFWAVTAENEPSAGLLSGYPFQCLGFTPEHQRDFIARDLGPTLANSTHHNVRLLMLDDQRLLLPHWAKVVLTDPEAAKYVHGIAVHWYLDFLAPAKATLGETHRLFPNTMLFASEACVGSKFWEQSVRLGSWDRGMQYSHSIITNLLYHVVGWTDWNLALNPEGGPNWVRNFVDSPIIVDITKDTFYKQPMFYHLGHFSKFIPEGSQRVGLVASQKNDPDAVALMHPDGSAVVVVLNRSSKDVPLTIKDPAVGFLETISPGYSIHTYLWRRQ
# Starred values were filed as active, the others as inactive. Not all compounds are listed; count on the stated rates, not on these rows.
SMILES,GBA activity up
Cc1cc(NC(=O)CSc2nnc(CNc3ccc(F)cc3)n2C2CCCCC2)no1,-23
CCOc1ccc(OCC)c(NC(=O)CSc2nc3cccnc3n2C)c1,-67
Cc1noc(NS(=O)(=O)c2ccc(NC(=O)c3ccoc3C)cc2)c1C,-7
COc1ccc(N2C(=O)CSC2c2cccc(F)c2)c(OC)c1 (stereo not given),-9
O=C(COC(=O)c1cn(-c2ccccc2)nc1-c1cccs1)NC1CC1,-3
CCC(=O)Nc1c(C#N)c2nc3ccccc3nc2n1-c1ccccc1C,-7
CCn1c(SCC(N)=O)nc2c1c(=O)n(C)c(=O)n2C,-13
O=C(c1ccc(N2CCOCC2)nc1)N1CCOCC1,-1
O=C(c1ccc(Cl)s1)N1CCc2ccccc21,-8
O=C1CCCC2=C1C1(CCCC1)N=C(Nc1nc3ccccc3s1)N2,10
O=C(CCN1C(=O)C2C3C=CC(C3)C2C1=O)N1CCN(c2cccc(Cl)c2)CC1 (stereo not given),7
Cc1cc(C)c(S(=O)(=O)N(CC(=O)N2CCOCC2)C2CCCCC2)c(C)c1,-28
CCOC(=O)N1CCN(C(=O)C2CCC(CNS(=O)(=O)c3ccccc3)CC2)CC1 (stereo not given),-41
CC(=O)C1=C(c2ccccc2)NC(=O)NC1c1ccccc1OCC#N (stereo not given),-33
CC(=O)N=C1SC2CS(=O)(=O)CC2N1c1c(Cl)cccc1Cl (stereo not given),-16
C=CCn1c(SCC(=O)NCc2cccs2)nnc1C1CCCCC1,2
COC(=O)CSc1ccc2c(N)c(C(=O)OC)sc2c1,-15
O=C1C(=O)N(CCCn2ccnc2)C(c2cccnc2)/C1=C(/O)c1ccc(Br)cc1 (stereo not given),-14
COc1cc(-c2nnc(-c3ccc(N4CCOCC4)cc3)o2)cc(OC)c1OC,3
OCCN1CCN(CC#CCn2c3ccccc3c3ccccc32)CC1,-24
CCOC(=O)c1sc2cccc(F)c2c1N,6
CS(=O)(=O)n1nc(OC(=O)c2cccc3ccccc23)cc1N,-12
COc1ccc(CCNc2oc(-c3ccccc3OC)nc2C#N)cc1,-11
CS(=O)(=O)N1CCN(C(=O)c2ccccc2)C1,-6
CN(CCCn1c(=S)[nH]c2ncccc2c1=O)Cc1ccccc1,2
O=C(COC(=O)Cc1cccs1)Nc1ccccc1,-2
O=C(CN(c1ccc(F)cc1)S(=O)(=O)c1ccc2c(c1)OCCO2)Nc1cccnc1,-4
COCCN(CCOC)S(=O)(=O)c1ccc(C(=O)NC2CCN(Cc3ccccc3)CC2)cc1,-3
O=C(COC(=O)c1ccccc1Oc1ccccc1)NCc1ccco1,-48
O=C(NCc1ccccn1)c1ccc(/C=N/O)nc1,-18
CCCN(Cc1ccccc1)S(=O)(=O)c1ccc(N2C(=O)CCC2=O)cc1,-6
CC(C)Cn1cc(C(=O)NCC2CCCO2)c2c3ccccc3n(C)c2c1=O (stereo not given),-14
CCc1cc2c(SCC(=O)c3cccs3)ncnc2s1,-19
COc1ccc(-c2cc(C(F)(F)F)nc(SCC(=O)N3CC(C)OC(C)C3)n2)cc1OC (stereo not given),-56
CCOc1ccc(-n2nc(C(=O)N3CCOCC3)c3ccccc3c2=O)cc1,22
Cc1ccsc1C(=O)Nc1ccc(C(=O)O)cc1,18
CCn1c(C(=O)OC)cc2c1ccn2-c1ccc(F)cc1,-31
Cc1cc2c(=O)n(CC(=O)NCC(=O)N3CCN(Cc4ccccc4)CC3)cnc2s1,21
Cn1c(SCC(=O)c2ccc3c(c2)OCO3)nnc1-c1ccccn1,-8
CC(C)n1nnnc1SCC(=O)Nc1ccccc1N1CCOCC1,-14
Cc1ccc(S(=O)(=O)N2CCN(C(=O)c3c(C)nn(-c4ccccc4)c3Cl)CC2)cc1,4
Cc1cc(-c2csc(N)n2)c(C)n1CCc1ccccc1,12
Cc1cc(C)nc(-n2nc(C)cc2NC(=O)c2ccc(Br)o2)n1,-6
CCCC(=O)Nc1ccc2c(c1)nc1n2CCSC1,-45
CC1CCN(C(=O)C2CCCN(S(C)(=O)=O)C2)CC1 (stereo not given),6
CCOC(=O)C(CCSC)NC(=O)CN (stereo not given),-2
Cc1cc(C(=O)Nc2sc3c(c2C#N)CCCCC3)cs1,6
Cc1noc(C)c1S(=O)(=O)N(CC(=O)N1CCn2c1nc1ccccc12)c1ccc(C(C)C)cc1,-24
Cc1nnc(NC2=NCCC2)s1,5
CCc1ccccc1N1C[C@@]23C=C[C@@H](O2)C(C(=O)OCC(C)C)[C@H]3C1=O (stereo not given in full),2

# The listing continues.
SMILES,GBA activity up
C/C=C/c1ccc(Oc2nnnn2-c2ccc(C(N)=O)cc2)c(OC)c1,-14
O=C(CCN1C(=O)c2ccncc2C1=O)NCc1ccc(Cl)cc1,-9
CC1CCC(NC(=O)c2ccc(CS(=O)(=O)Cc3ccccc3F)o2)CC1 (stereo not given),-12
OC(CN1CCN(c2ccccn2)CC1)Cn1c2ccccc2c2ccccc21 (stereo not given),-10
CCOc1ccc(NC2=NCCC(=O)N2Cc2cccs2)cc1,-13
COc1ccc(CCNC(=O)C2CCN(Cc3nc(-c4cccc(Cl)c4)oc3C)CC2)cc1OC,-69
O=C(O)c1cc(NCc2ccc3c(c2)OCO3)ccc1N1CCOCC1,-26
CC(=O)c1ccc(NC(=O)C2CC(c3ccc(F)cc3)=NO2)cc1 (stereo not given),-12
Cn1c(=O)[nH]c(=O)c2c1nc(CN(Cc1ccccc1)Cc1ccccc1)n2CCN1CCOCC1,-2
CCn1c(Cn2nnc(-c3ccccc3)n2)nnc1SCC(=O)Nc1ccc(N(C)C)cc1,-11
Cc1cccc(CS(=O)(=O)Cc2ccc(C(=O)NCCCN3CCOCC3)o2)c1,-24
CCOCc1cc(C)[nH]c(=O)c1C#N,-7
O=C(CCn1c(=O)oc2ccccc21)N1CCN(C(c2ccccc2)c2ccccc2)CC1,-29
Cc1cc2c3c(c1)C1(C(=O)N3C(C)(C)CC2C)C(C#N)=C(N)Oc2cc(O)ccc21 (stereo not given),-18
Cn1c(Cc2cccs2)n[nH]c1=S,4
Cn1c(=O)c2c(-c3ccccc3)n(Cc3cccnc3)cc2n(C)c1=O,9
Cn1c(=O)oc2cc(S(=O)(=O)N3CCC(C(=O)Nc4ccc(OC(F)(F)F)cc4)CC3)ccc21,-9
Cc1cc(C)nc(SCCS(=O)Cc2ccc(Cl)cc2)n1 (stereo not given),-13
COc1ccc(CN(CC2CCCO2)S(=O)(=O)c2ccc(C(=O)O)cc2)cc1OC (stereo not given),17
CCN(CC(=O)Nc1cccc(C(C)=O)c1)S(=O)(=O)c1ccc(OC)cc1,-15
Cc1ccc(NC(=O)c2noc3c2CCCCC3)cc1,4
CN(C)C=Nc1nonc1N,26
CC(C)(C)C(=O)CN1C(=O)C2(OCCO2)c2ccccc21,-11
O=C1CCCN1CN(C(=O)c1ccccc1)c1ccc(F)cc1,10
COc1cc(NC(=O)Cc2cccs2)ccc1-n1cnnn1,1

# Part of the list above, as labelled records:
mol: Cn1c(=O)oc2cc(S(=O)(=O)N3CCC(C(=O)Nc4ccc(OC(F)(F)F)cc4)CC3)ccc21
  GBA activity up: -9
mol: Cc1cc(C)nc(SCCS(=O)Cc2ccc(Cl)cc2)n1 (stereo not given)
  GBA activity up: -13
mol: COc1ccc(CN(CC2CCCO2)S(=O)(=O)c2ccc(C(=O)O)cc2)cc1OC (stereo not given)
  GBA activity up: 17
mol: CCN(CC(=O)Nc1cccc(C(C)=O)c1)S(=O)(=O)c1ccc(OC)cc1
  GBA activity up: -15

# Carrying on:
SMILES,GBA activity up
COc1ccc(CCNS(=O)(=O)c2ccc3oc(C(=O)O)c(C)c3c2)cc1OC,-18
CCOc1cc(C2NC(=O)NC(O)(C(F)(F)F)C2C(=O)c2ccc(OC)cc2)ccc1O (stereo not given),-26
CCn1c(SCC(=O)Nc2cccc(NC(=O)c3ccco3)c2)nnc1-c1cccs1,6
CS(=O)(=O)N(CC(=O)NCc1ccncc1)Cc1ccc(Cl)cc1,-14
O=c1cc(O)nc(SCc2ccc(Cl)cc2)[nH]1,3
O=C(CN(c1ccc(F)cc1)S(=O)(=O)c1ccc2c(c1)OCCO2)Nc1ccc2c(c1)OCO2,5
Cc1cc(C(=O)Nc2cccc(O)c2)c(C)o1,-13
COc1cccc(OCCn2cc(C(=O)c3ccco3)c3ccccc32)c1,-11
CC(C(=O)Nc1nc2ccccc2[nH]1)N1C(=O)C2CC=CCC2C1=O (stereo not given),-17
CCCCn1c(-c2cc(Cl)ccc2OC)n[nH]c1=S,-3
COC(=O)c1cc(C)sc1NC(=O)c1cccnc1,-47
N#C/C(=C(/O)COC(=O)Cc1c[nH]c2ccccc12)c1nc2ccccc2[nH]1,2
CC(C)NC(=O)NC(=O)COc1ncnc2sccc12,-43
COc1ccc(CNC(=O)COc2ccc(S(=O)(=O)NC(C)C)cc2)cc1,-2
CC(OCc1ccccc1)C(NC(=O)OC(C)(C)C)C(=O)NCC1CCCO1 (stereo not given),22
COC(=O)c1ccc(OCC2c3cc(OC)c(OC)cc3CCN2C(=O)c2ccco2)cc1 (stereo not given),-45
CC(=O)N1CCN(c2ccc(Nc3nc(C)nc4c3oc3ccccc34)cc2)CC1,6
O=C(OCC(=O)N1CCN(C(=O)c2ccco2)CC1)c1sc2cc(F)ccc2c1Cl,-3
COc1ccc([C@@H]2[C@H]3CN(C(C)=O)CC=C3C(C#N)=C(N)C2(C#N)C#N)c2ccccc12,5
CCCOC(=O)c1ccc(OCC(O)CN2CCN(C(=O)c3ccccc3)CC2)cc1 (stereo not given),-13
O=c1c2ccccc2sn1-c1ccc(S(=O)(=O)N2CCCCC2)cc1,-11
Cc1nn(Cc2ccccc2)c(N)c1C#N,3
O=C(c1ccco1)N1CCN(C(=O)C(Sc2ccccc2)c2ccccc2)CC1 (stereo not given),2
COc1ccc(CCNC(=O)c2nn(C)cc2Cl)cc1,-10
O=C(CSc1nnc(-c2cccnc2)n1Cc1ccco1)c1ccc(Cl)cc1,16

# Individual results from the results shown.
# COc1ccc(CCNC(=O)c2nn(C)cc2Cl)cc1 @ GBA activity up: -10
# CC(C(=O)Nc1nc2ccccc2[nH]1)N1C(=O)C2CC=CCC2C1=O (stereo not given) @ GBA activity up: -17
# O=C(CSc1nnc(-c2cccnc2)n1Cc1ccco1)c1ccc(Cl)cc1 @ GBA activity up: 16
# O=c1c2ccccc2sn1-c1ccc(S(=O)(=O)N2CCCCC2)cc1 @ GBA activity up: -11

# Remaining list, next part.
SMILES,GBA activity up
CCCCCCc1ccc(OCC(=O)O)cc1OCC(=O)O,-48
COc1ccc(S(=O)(=O)N(C)CC(=O)Nc2ccc3c(c2)OCO3)cc1OC,-10
CCOc1ccc(C(=O)CCNC(Cc2cnc[nH]2)C(=O)O)cc1 (stereo not given),-10
COc1cc(CCC(=O)OCC(=O)Nc2ncc(Cl)cc2Cl)cc(OC)c1OC,7
CCCCN(CCCC)CCNC(=O)Cc1nc2c(c(=O)[nH]c(=O)n2C)n1C,0
CC1CN(C(=O)c2cccc(C(=O)N3CC(C)OC(C)C3)c2)CC(C)O1 (stereo not given),-23
CSc1nsc(SCC(=O)Nc2c(C)n(C)n(-c3ccccc3)c2=O)n1,14
Cc1ccc(NC(=O)CSc2nnc(CNC(=O)c3c(F)cccc3Cl)o2)cc1,3
OC1(c2ccc(F)cc2)CCN(Cc2nnnn2Cc2cccs2)CC1,-20
Cc1ccc(C)c(CSc2nnc(-c3ccccn3)n2N)c1,-34
CCCCN(Cc1cc2cc(OC)ccc2[nH]c1=O)C(=O)c1ccco1,-3
CCOC1CCCCC1NS(=O)(=O)c1ccc(Cl)cc1 (stereo not given),-2
CCn1c(Cn2nnc(-c3ccccc3)n2)nnc1SCC(=O)Nc1cccc(C)c1C,-22
COC(=O)c1ccc2c(=O)n(C3CCCCC3)c(SCC#N)nc2c1,-2
CCCN(CCC)CCCNC(=O)c1ccc2c(c1)N(CC)C(=O)c1ccccc1S2=O (stereo not given),-22
Cn1c(SCC(=O)NCc2ccc3c(c2)OCO3)nnc1C1COc2ccccc2O1 (stereo not given),-18
O=C(Nc1cccc(NC(=O)c2ccc(-c3cccc(Br)c3)o2)c1)c1ccco1,-5
CN(c1ccccc1C(=O)Nc1cccnc1)S(C)(=O)=O,-3
CCOC(=O)CNc1c(-c2ccc(Cl)cc2)nc2cnccn12,16
Nc1nnc(N2CCCCC2)s1,-33
CCOc1ccccc1NC(=O)NC1(C(=O)N2CCOCC2)CCCCC1,-13
COc1ccc(NC(=O)CSc2nnc(-c3cccs3)n2-c2ccccc2)cc1,-53
COc1cc2c(cc1OC)C(C(=O)N1CCN(c3ccccn3)CC1)C(c1cccs1)N(C)C2=O (stereo not given),-8
Cc1ccc2c(c1)nc(NCCO)n2C,12
CCn1cnc2c1c(=O)n(CC(=O)Nc1cc(C)on1)c(=O)n2Cc1ccccc1,0
S=c1[nH]nc(-c2ccncc2)n1CC1CCCO1 (stereo not given),-5
CCNC(=O)N1CCNC(=O)C1CC(=O)Nc1ccc(C(=O)OCC)cc1 (stereo not given),-7
O=C1CC(c2ccc(F)cc2)CC(O)=C1C=NCCN1CCN(C(=O)Nc2ccccc2)CC1 (stereo not given),-30
CCOC(=O)c1cnc(SC2CCc3ccccc3C2=O)nc1N (stereo not given),12
CCCn1c(=O)c(C(=O)NCc2ccc(OC)c(OC)c2)c(O)c2ccccc21,1
CCOc1ccc(OC(=O)c2cccnc2)cc1,3
COc1ccc(C2C(C(=O)N3CCOCC3)c3ccccc3C(=O)N2c2ccc(OC)cc2)cc1 (stereo not given),10
Cc1cc(NC(=O)CCS(=O)(=O)c2nc(-c3ccccc3)cc(C(F)(F)F)n2)no1,-12
O=C(Nc1ccc(N2CCOCC2)cc1)c1ccc2nc(-c3ccco3)c(-c3ccco3)nc2c1,-87
